Bioassay records (PubChem)
Sm TGR inh = qHTS Assay for the Inhibitors of Schistosoma Mansoni Peroxiredoxins. Schistosoma mansoni thioredoxin glutathione reductase (TGR), Q962Y6. purified TGR, DTNB reduction, TNB absorbance 405 nm. Potency, µM (highest dose often 114 µM), for the others: at the top dose activity change, negative = inhibition, usual class: inhibitors. 3% of 360,000 active; active means well fitted inhibition curve with a large enough effect; further: nearly all actives have a fitted effect of over 60% in size
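TGR 20 nM + NADPH 100 uM (dispensed conc.), cpd preinc 15 min RT; start with NADPH (500 uM addition) then DTNB (15 mM addition). Kinetic TNB absorbance, 405 nm filter. Four-parameter Hill fit across titration.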
* hit, by the source's call. On the % scale 0 is the no-effect control and ±100 the full control effect; potency means the concentration at half of the fitted maximal effect.

molecule,Sm TGR inh
COc1ccc(-c2onc(C)c2C)cc1S(=O)(=O)NCC(C)c1ccccc1 (stereo unspecified),4.8%
CC(=O)N1CCCc2cc(S(=O)(=O)N(C)CC(=O)Nc3cccc(Cl)c3C)ccc21,3.7%
CCOC(=O)C1CCN(C(=O)Cn2nc(CC)n3c(cc4sccc43)c2=O)CC1,3.6%
COc1ccc(-c2cc(=O)n3[nH]cnc3n2)cc1,0.7%
O=c1c2oc3ccccc3c2n(Cc2ccc(Cl)cc2)c(=O)n1Cc1ccco1,0.5%
COc1ccc(CNC(=O)CSc2n[nH]c(-c3ccc(OC)cc3)n2)cc1,-1.7%
Cc1cccc(N(C)C(=O)CS(=O)(=O)c2cccc3nsnc23)c1,5.4%
COc1cc(CN(C(=O)c2ccccc2[N+](=O)[O-])c2ccccn2)cc(OC)c1OC,4.4%
COc1ccccc1CNc1ncnc2c1nc1n2CCCC1,3.6%
O=c1[nH]c(SCc2cccc(Cl)c2)nc2c1CCC2,-0.4%
Cc1ccc2oc(-c3ccc(C)c(NC(=O)c4ccc(-c5ccccc5[N+](=O)[O-])o4)c3)nc2c1,6.3%
CCOC(=O)C1CCCN(C(=O)Cn2c(=O)cc(C)c3c(C)nn(C)c32)C1 (stereo unspecified),-7.5%
CN1CCc2nc3sc(C(=O)Nc4ccccc4OC(F)(F)F)c(N)c3cc2C1,-2.2%
CCOc1ccc(-c2nc3c(C#N)c[nH]n3c2NC2CCCC2)cc1,0.0%
CCOc1ccc(NC(=O)c2sc(-n3nc(C)c(CCC(C)C)c3C)nc2C)cc1,2.7%
CC(=O)Nc1c(C)nn(-c2ccccc2)c1N1CCC(C(=O)NCc2cccc(F)c2)CC1,-3.4%
CC(NC(=O)Nc1ccccc1C(F)(F)F)c1c(-n2cccc2)sc2c1CCCC2 (stereo unspecified),-15.8%
CCOC(=O)c1c(Nc2ccc(O)cc2)nnc(-c2ccccc2)c1-c1ccccc1,44.7µM*
COc1ccc(-c2noc(-c3ccc(NCC4CCCO4)c([N+](=O)[O-])c3)n2)cc1 (stereo unspecified),7.6%
O=C(Nc1ccc(F)cc1F)C(Cc1ccccc1)N1Cc2ccccc2C1=O (stereo unspecified),-0.4%

molecule,Sm TGR inh
Cc1ccc(NC(=O)N(Cc2ccc3c(c2)OCO3)C2CCN(Cc3ccccc3)CC2)cc1F,1.2%
CCC(=O)Oc1c(Sc2ccc(C)cc2)c(C)nn1-c1ccccc1,9.3%
COc1cccc(C(=O)Nc2ccc(-n3nncc3-c3ccc(Br)cc3)cc2)c1OC,6.5%
COc1cc(/C=C/c2nc3ccccc3c(=O)n2-c2ccc(Br)c(C)c2)ccc1O,5.1%
O=C1CN(C(=O)Cc2ccccc2)C(c2ccc(F)cc2)c2cc(Br)ccc2N1 (stereo unspecified),-1.0%
CCSc1nnc(NC(=O)c2cccn(Cc3ccc(Cl)cc3)c2=O)s1,12.3%
Fc1ccc(Cc2cn3cc(-c4ccc(Cl)cc4)nc3s2)cc1,7.8%
COc1ccc(S(=O)(=O)n2nc(C)c(S(=O)(=O)N3CCC(C)CC3)c2C)cc1OC,-2.8%
O=C(NCc1ccccc1Cl)c1ccc(NC(=O)c2nsc3ccccc23)cc1,-1.7%
O=C(COCc1cc(-c2ccc(F)cc2)on1)Nc1cccc(C(F)(F)F)c1,11.1%
O=S(=O)(c1ccccc1)N1CCC(c2ccncc2)CC1,1.4%
CCn1nc(C)c2c(-c3ccccc3)cc(=O)n(C(C)C(=O)NCc3cccc(OC)c3)c21 (stereo unspecified),-0.3%
Cc1ccc(N2CC(c3nnc(Cc4ccc(Cl)cc4)o3)CC2=O)cc1 (stereo unspecified),-3.6%
CCOC(=O)c1c(C)[nH]c(C)c1S(=O)(=O)NCC(=O)Nc1cc(C)ccc1OC,4.8%
Cc1cc2oc(C(=O)N(Cc3ccccc3)C3CCS(=O)(=O)C3)cc(=O)c2cc1C (stereo unspecified),7.3%
COc1ccc(N(CC(C)C)S(=O)(=O)c2nnc(NC(=O)c3cccs3)s2)cc1,-9.5%
O=C(NCc1cccs1)c1ccc2c(c1)N(Cc1ccccc1Cl)C(=O)c1ccccc1S2,10.3%
COc1cc(-c2nc(SCC(=O)Nc3ccc(C)cc3)c(-c3ccc(F)cc3)[nH]2)cc(OC)c1OC,-2.8%
Cc1ccc(OCc2nc3ccccc3n2CC(C)C)cc1,4.8%
COc1ccc(OC)c(-c2cc(C(=O)Nc3ccc(C)c(C)c3)no2)c1,1.4%

molecule,Sm TGR inh
O=C(CN1C(=O)CCc2cc(S(=O)(=O)N3CCCCC3)ccc21)NCc1ccc(Cl)cc1,0.5%
O=C(Nc1ccc(Cl)cc1)c1ccc(-n2cnnc2)cc1,-6.3%
CC1CCN(c2cc3c(cc2F)c(=O)c(S(=O)(=O)c2ccc(Cl)cc2)cn3C)CC1,1.7%
CCc1cccc(NC(=O)C(CC)n2nc(C)c3sc4ccccc4c3c2=O)c1 (stereo unspecified),34.7%
COc1ccc(NC(=O)c2cc(=O)c3ccc(C)c(C)c3o2)cc1Cl,7.1%
CCN1CCN(C(=O)c2ccc3c(c2)N(Cc2cccc(Cl)c2)C(=O)c2ccccc2S3(=O)=O)CC1,-7.9%
CCOC(=O)c1c(C)[nH]c(CCC(=O)Nc2ccc(N(CC)CC)cc2C)c1C,-13.6%
CCC(C)NC(=O)c1ccc2c(c1)N(Cc1ccccc1)C(=O)c1ccccc1S2 (stereo unspecified),-0.3%
COCc1cc(C)nc2sc(C(=O)Nc3ccccc3O)c(N)c12,-3.9%
COc1ccc(-c2cc(C(F)(F)F)nc(SCC(=O)NCc3ccc(Cl)cc3)n2)cc1,-4.3%
Cc1cc(C(=O)NCc2ccccc2Cl)c2c(C)nn(-c3ccccc3)c2n1,-2.4%
CCOc1ccc(-c2cc(C(=O)N3CCN(c4cc(Cl)ccc4C)CC3)c3ccccc3n2)cc1,6.1%
CSc1nc2sc3c(c2c(=O)n1-c1ccc(F)c(Cl)c1)CCN(C(C)=O)C3,-0.4%
Cc1cc2c(cc1S(=O)(=O)NCc1ccc(F)cc1)OCC(=O)N2,2.9%
CCCCN1C(=O)C(O)(c2c(C)[nH]c3ccccc23)c2cc(Br)ccc21 (stereo unspecified),-0.7%
CCCOc1cccc(C(=O)Nc2ccc(-c3cc4ccccc4oc3=O)c(C)c2)c1,-0.1%
Cc1cccc(N2CCN(S(=O)(=O)c3cc(Br)cc4c3N(C(=O)C3CC3)CC4)CC2C)c1 (stereo unspecified),0.5%
CCN(CC)S(=O)(=O)c1ccc2c(c1)N(CC(=O)Nc1ccc(OC)cc1)C(=O)CS2,-21.5%
CCOc1ccc(C(=O)NCCc2sc(-c3cccc(F)c3)nc2C)cc1OCC,-0.8%
Cn1c(=O)n(C)c2cc(N3CCOCC3)c(NS(=O)(=O)c3ccc(C(C)(C)C)cc3)cc21,-20.9%

Some of the entries above, reformatted.
Compound: Cc1ccc2oc(-c3ccc(C)c(NC(=O)c4ccc(-c5ccccc5[N+](=O)[O-])o4)c3)nc2c1
  Sm TGR inh: 6.3%

Compound: COc1ccc(-c2onc(C)c2C)cc1S(=O)(=O)NCC(C)c1ccccc1 (stereo unspecified)
  Sm TGR inh: 4.8%

The listing continues.
molecule,Sm TGR inh
COc1ccc2cc(C(=O)NCc3ccc4c(c3)CCN4C(=O)c3ccc(C)cc3)[nH]c2c1,-5.8%
Cc1ccc(C)c(N2CCN(S(=O)(=O)c3cnc(N)nc3)CC2)c1,-12.5%
Cc1ccccc1CN1c2ccccc2-c2nc(SCC(=O)Nc3cc(F)ccc3F)ncc2S1(=O)=O,2.2%
Cc1oc(-c2cccc(Cl)c2)nc1CN1CCC(C(=O)NC(C)C)CC1,-4.1%
COc1ccc(C2CC(=O)Nc3c2c(=O)[nH]c2nc4ccccc4n32)cc1 (stereo unspecified),-18.5%
Cc1ccc(CNc2ncnc3c2c(-c2ccccc2)cn3-c2cccc(Cl)c2)cc1,-0.1%
CC(C)c1ccc(NC(=O)N2CCN(c3ccc(Cl)c(Cl)c3)CC2)cc1,7.7%
COc1ccc(C(=O)c2sc3nc(-c4ccc(F)cc4)ccc3c2N)cc1,-4.6%
COc1ccc(-c2nc(C)c(CCNC(=O)c3ccccc3Br)s2)cc1OC,0.1%
CCOc1ccc(NC(=O)CC2C(=O)N(c3ccc(C)cc3)C(=O)N2CCC2=CCCCC2)cc1 (stereo unspecified),4.5%
CCCCNC(=O)CCCn1c(=O)c2ccccc2n(CC(=O)Nc2ccccc2OCC)c1=O,0.4%
COc1ccc(C(=O)n2nc(-c3ccc(Cl)cc3)nc2NCc2ccco2)cc1,-3.2%
CCOc1ccc(S(=O)(=O)N2CCC(N3CCN(Cc4ccc(F)cc4)C(=O)C3=O)CC2)cc1,7.7%
CCOC(=O)c1cc(-c2ccc(OC)cc2)n(CCC(=O)Nc2cccc(C(C)=O)c2)c1C,-0.8%
COc1cc(Br)c(/C=C(\C#N)c2nc3ccccc3[nH]2)cc1OC,2.0%
Cc1nc(N2CCOCC2)c2c(C(=O)N3CCN(c4ccc(Cl)cc4)CC3)c(C)oc2n1,-7.2%
Cc1ccc(S(=O)(=O)Nc2cccc(-c3ccc(N4CCC(C)CC4)nn3)c2)s1,2.6%
CCCNC(=O)c1ccc2c(c1)N=C(CCC)c1ccccc1S2,3.2%
Cc1cccc(C)c1NC(=O)CSCc1cnn(-c2ccccc2)c1-n1cccc1,-10.5%
CCCCSc1ncnc2c1sc1nc(N3CCOCC3)c3c(c12)CCCC3,5.3%

molecule,Sm TGR inh
COc1ccc(-c2nc3ccccc3n3c(-c4cccc(C)c4)c4c(=O)n(C)c(=O)n(C)c4c23)cc1OC,5.1%
COc1ccc(Cn2c(C(=O)O)c(CNCc3ccc(OC)cc3OC)c3ccc(C)cc32)cc1,-2.5%
Cc1ccc2[nH]c(=O)c3cc(C(=O)NCCCN4CCC(C)CC4)sc3c2c1,6.7%
CCCOc1ccc(NC(=O)CC2C(=O)N(c3cccc(OC)c3)C(=O)N2CCc2ccncc2)cc1 (stereo unspecified),1.5%
COC(=O)c1ccc(NC(=O)C(=O)NCC(c2cccnc2)N2CCN(c3ccccc3)CC2)cc1 (stereo unspecified),20.7%
COc1ccc(CNCc2c(C(=O)O)n(Cc3ccc(F)cc3)c3cc(C)ccc23)cc1OC,7.8%
CN1CCc2c(sc3c2C(=O)NC(c2ccc(OC(=O)c4ccc(Cl)cc4)cc2)N3)C1 (stereo unspecified),-2.3%
O=S(=O)(c1ccc(-c2cc(C(F)(F)F)on2)s1)N1CCN(c2ccc(F)cc2)CC1,-5.8%
Cc1oc(-c2ccc(Cl)cc2)nc1CSc1nnc(C)n2c1cc1sccc12,4.1%
Cc1ccc(-c2cc(C(=O)NCc3cnn(C)c3C)c3ccccc3n2)cc1C,6.0%
CCc1cc(=O)oc2c3c(c(Cl)cc12)OCN(Cc1cccc(OC)c1)C3,-28.6%
Cn1c(=O)c2c(n3c4ccccc4nc13)NC(=O)CC2c1cccc(F)c1 (stereo unspecified),-3.0%
CCCn1c2ccccc2c2cnn(CC(=O)NCCCOC(C)C)c(=O)c21,-2.2%
COc1ccc(NC(=O)C(c2ccccc2)N(C)C(=O)/C=C\c2ccc3c(c2)OCO3)cc1 (stereo unspecified),-1.4%
COCCn1c(SCC(=O)Nc2cc(Cl)ccc2OC)nc2c([nH]c3ccccc32)c1=O,2.3%
O=C(NCc1ccc(Cl)cc1)c1cc2ccccc2o1,1.5%
COc1ccc(-c2cc(C(F)(F)F)nc(NCCc3ccccc3)n2)cc1,27.0%
Cc1cc(C(=O)Nc2cccc(F)c2)c2c(C)nn(-c3cccc(Cl)c3C)c2n1,1.4%
CCOC(=O)c1cc(NC(=O)c2ccc(C)cc2)c(=O)n2c1oc1ccc(Cl)cc12,-0.6%
CCCCN(C)CC(O)Cn1cc(/C=C/C(=O)c2ccc(Br)cc2)c2ccccc21 (stereo unspecified),-4.1%

Rewritten field by field: 4 of the compounds above
O=C(NCc1ccc(Cl)cc1)c1cc2ccccc2o1
  Sm TGR inh: 1.5%
COc1ccc(-c2cc(C(F)(F)F)nc(NCCc3ccccc3)n2)cc1
  Sm TGR inh: 27.0%
Cc1cc(C(=O)Nc2cccc(F)c2)c2c(C)nn(-c3cccc(Cl)c3C)c2n1
  Sm TGR inh: 1.4%
CCOC(=O)c1cc(NC(=O)c2ccc(C)cc2)c(=O)n2c1oc1ccc(Cl)cc12
  Sm TGR inh: -0.6%

(listing goes on)
molecule,Sm TGR inh
CCc1ccc(NC(=O)c2ccc3c(c2)N(Cc2ccc(C)cc2)CCS3)cc1,1.3%
Cc1cccc(NC(=O)Cn2nnc(C(=O)Nc3ccccc3Br)c2N)c1C,-3.2%
CC(=O)N1CCCc2cc(S(=O)(=O)Nc3ccc(OC(F)(F)F)cc3)ccc21,2.6%
COc1cc(OC)c(NC(=O)C(Cc2ccccc2)NS(=O)(=O)c2cccc3nsnc23)cc1Cl (stereo unspecified),8.8%
COC(=O)c1sccc1S(=O)(=O)N(CC(=O)Nc1cc(C)ccc1C)c1ccc(C)c(C)c1,-8.8%
O=C(CN1CCN(Cc2ccc(F)cc2)C1=O)NCc1ccccc1,4.9%
CCOC(=O)c1c(C)[nH]c(CCC(=O)NCCCN2CCN(c3ccc(F)cc3)CC2)c1C,1.5%

This is a subset (hit frequency here may not be typical).
